Screens (PubChem BioAssay)
T cell modulator – T cell immune modulation candidate; AID 2052; calls only at 7 µM; actives 0.068% (n = 330,000); 2C CD8+ T cell-vesicle binding, flow cytometry; active compounds read low;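 active = response, share of CD8 T cells binding vesicles, and their 90th percentile fluorescence all below set limits, cut at about 80% in these data, passing the limit was not always enough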
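Material: 2C TCR transgenic mouse naive CD8+ T cells, MACS-purified. Also added: QL9-charged Drosophila Ld/ICAM-1/B7-1 vesicles. Timing: binding 1.5 h at 37 °C. Measured by: high-throughput flow cytometry with anti-B7-1 and anti-CD8 staining. Read-out: percent CD8+ FL2 mean versus row control. Controls: Unloaded micro-vesicles (low), QL9 vesicles with 0.7% DMSO (high).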
UTI89 phage lysis – inhibition of K1F phage lysis, E. coli UTI89, bacterial capsule biogenesis inhibitors, alamar blue (AID 488966); E. coli UTI89 K1F phage lysis, alamar blue, 2 h; higher % means a stronger effect; inhibition, % at 100 µM; hits with a dose series show IC50 in µM; actives 0.02% (n = 340,000);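 active = phage lysis inhibition, versus mean bacterial control, above a set limit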;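 note: capsule biogenesis inhibitors block K1F phage lysis so surviving cells raise fluorescence; higher fluorescence means more inhibition of phage lysis; actives were called in the ten point dose series up to 300 µM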
West Nile antiviral – inhibition of WNV-induced cytopathic effect – cell-based, CPE readout (AID 1621) | West Nile virus-infected cells, CPE inhibition; higher % means a stronger effect | one-dose CPE inhibition, % at 10 µM; IC50 in µM for titrated hits | actives 0.02% (n = 290,000); in the data active = a potency from the dose series; note: strong numbers were not always called active
P. falciparum M1AAP – P. falciparum M1AAP inhibitors, biochemical, fluorogenic H-Leu-NHMec substrate, 1536-well (AID 1445); inhibition, % at 30 µM; hits with a dose series show IC50 in µM; recombinant M1AAP, H-Leu-NHMec fluorogenic kinetic assay; higher % means a stronger effect; actives 0.42% (n = 220,000);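 active = primary inhibition above the hit cutoff, then over 50% inhibition at one or more dose response concentrations, cut at about 23% in these data, passing the limit was not always enough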;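 note: plate controls were DMSO full reaction for no effect and no enzyme background for full effect; strong numbers were not always called active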
P. falciparum M17LAP – P. falciparum M17LAP inhibitors, primary screen, biochemical, fluorogenic H-Leu-NHMec substrate, 1536-well (AID 1619); actives 0.38% (n = 220,000); inhibition, % at 30 µM; hits with a dose series show IC50 in µM; recombinant M17LAP, H-Leu-NHMec fluorogenic kinetic assay; higher % means a stronger effect;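 active = compound inhibiting the enzyme by more than half at any dose during confirmatory dose-response retesting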;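 note: plate controls were full reaction with DMSO carrier for no effect and no enzyme background for full effect; strong numbers were not always called active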
human PMI inhibitors – MPI inhibition at elevated mannose 6-phosphate – biochemical, fluorescence intensity, high mannose 6-phosphate, primary screen (AID 1220) | recombinant PMI enzyme, coupled fluorescence intensity; higher % means a stronger effect | inhibition, % at 20 µM, or IC50 in µM where a hit was titrated | actives 0.66% (n = 190,000)
PMI inhibitors – MPI enzyme activity inhibition – biochemical, fluorescence intensity, coupled assay, primary screen (AID 1209); actives 0.42% (n = 190,000); purified PMI enzyme, coupled fluorescence intensity; higher % means a stronger effect; inhibition, % at 20 µM; hits with a dose series show IC50 in µM;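 note: plate controls were DMSO vehicle for no effect and wells lacking substrate for full effect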
TNAP activators – human TNAP enzyme activators, primary screen, biochemical, luminescent, no phosphate acceptor, uHTS (AID 1001); purified TNAP, luminescent activation assay, no phosphate acceptor; higher activation fold means a stronger effect; one-dose activation fold at 20 µM; EC50 in µM for titrated hits; actives 0.03% (n = 200,000); in the data active = activation fold from about 3, or a potency from the dose series; inactive = the rest, 99 in 100 with activation fold below about 1.6; note: many of its hits are not listed in these tables
RSV CPE inhibition – inhibition of RSV-induced cytopathic effect – HEp-2 cells, primary 10 µM value included (AID 2391). actives 0.13% (n = 310,000). CPE inhibition, % at 10 µM; hits with a dose series show IC50 in µM. HEp-2 cells, RSV-induced CPE inhibition; higher % means a stronger effect; in the data active = a potency from the dose series; note: strong numbers were not always called active
T cell modulator vesicle-bound % – further read-out of T cell modulator, marked with its call; double positive events, %; measured here: CD8+ vesicle-bound cell fraction;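 binding gate set so that unloaded-vesicle control wells show 10% double positive cells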
* marks the source's active call; other numbers are inactive results; i = inactive; . = no result given; [ ] = another dose, or the depositor's remark. Cut-off read from the data, not from the text of the source, unless noted: active = inhibition above about 50%; inactive = the rest.

SMILES	T cell modulator	T cell modulator vesicle-bound %	UTI89 phage lysis	West Nile antiviral	P. falciparum M1AAP	P. falciparum M17LAP	human PMI inhibitors	PMI inhibitors	TNAP activators	RSV CPE inhibition
Cc1cccn2c(NCc3ccc4c(c3)OCO4)c(-c3ccc(O)cc3)nc12	i	66	-1.2%	-0.5%	14%	-7%	14%	14%	1.1	-0.2%
CCOC(=O)CN(C(=O)CSc1nnc(Cc2ccccc2)n1-c1ccc(C)cc1)c1ccccc1	i	56	-0.1%	-0.6%	2%	-5%	12%	8%	1.1	1.4%
CCn1c2ccccc2c2nc3cc(S(=O)(=O)N4CCOCC4)ccc3nc21	.	.	-0.7%	.	6%	-10%	20µM*	70%*	1.2	.
Cn1c(CCNC(=O)C2CCCCC2)nc2cc(NC(=O)c3cccs3)ccc21	.	.	0.4%	-0.5%	-7%	4%	5%	7%	1	.
O=[N+]([O-])c1c(-c2cn[nH]c2)n[nH]c1-c1cn[nH]c1	i	40	0.0%	0.2%	3%	14%	.	.	.	0.2%
Cc1ccc2nc(C(O)C(O)c3nc4ccc(C)cc4[nH]3)[nH]c2c1 (stereo not drawn)	i	57	0.8%	0.0%	-10%	13%	-41%	8%	2.8	1.9%
CSc1nn2c(C(F)(F)F)cc(C(F)(F)F)nc2c1C(=O)O	i	26	-0.3%	-0.7%	4%	4%	.	.	.	.
COc1ccc(C2=NOC(C(=O)Nc3ccc4c(c3)OCO4)C2)cc1 (stereo not drawn)	i	14	-0.5%[50 µM]	-0.8%	.	.	.	.	.	3.3%
O=C(O)C1=C[C@H](c2ccc(C(F)(F)F)cc2)C[C@H](OCc2ccc(CO)cc2)O1	i	19	2.8%	-0.6%	0%	-3%	-10%	-3%	1	0.6%
CC(C)N1CCN(Cc2ccc(-c3ccccc3)cc2)CC1CCO (stereo not drawn)	i	67	1.0%	-2.5%	.	.	.	.	.	-1.7%
S=C1NC2(CCCCC2)Cc2ccccc21	i	60	0.5%	-1.7%	0%	16%	-3%	10%	1	4.4%
Cc1cc(C)n(CCN(C)C(=O)C2CCC(=O)N(CCc3cccc(F)c3)C2)n1 (stereo not drawn)	i	22	0.4%	0.1%	.	.	.	.	.	2.2%
C/C(CC(=O)Nc1ccc(N(C)C)cc1)=N\NC(=O)c1ccc(Cl)cc1Cl	i	38	-2.4%	-0.6%	.	.	.	.	.	-0.1%
O=C1c2ccccc2N2C(=O)c3ccccc3[C@H]2N1c1ccccc1	i	58	0.0%	0.3%	8%	5%	-5%	-3%	1.1	4.0%
Cc1[nH]c2ccccc2c1C(=O)C(=O)Nc1ccc2c(c1)OCCO2	i	7	-0.3%[50 µM]	-0.3%	.	.	.	.	.	3.5%
O=C(Nc1cccc(-c2nc3ncccc3o2)c1)c1cc2ccccc2o1	i	49	-0.8%	0.6%	3%	4%	7%	10%	1.1	4.9%
O=C(O)CC(NC(=O)C12CC3CC(CC(C3)C1)C2)c1cccc([N+](=O)[O-])c1 (stereo not drawn)	i	63	i	0.0%	0%	25%	-3%	-15%	0.9	-1.7%
COc1ccc(F)c(CN2CCCC(CNS(=O)(=O)c3cccc4cccnc34)C2)c1 (stereo not drawn)	i	37	0.0%	0.0%	.	.	.	.	.	-1.1%
CC(=O)c1ccccc1OCCOc1ccccc1C(C)=O	i	71	1.1%	0.1%	.	.	.	.	.	1.5%
CC(Sc1nnc(Cn2c(=O)sc3ccccc32)n1C)c1ccccc1 (stereo not drawn)	i	62	0.7%	-0.5%	10%	-5%	-12%	-6%	1.1	-1.9%
CC(=O)N1CC(C)Sc2ccc(S(=O)(=O)N3CCCCC3)cc21 (stereo not drawn)	i	22	0.4%	-0.4%	.	.	.	.	.	8.4%
O=C(Nc1ccccc1C(=O)NCc1ccccc1)c1ccccc1Br	i	47	1.0%[50 µM]	-0.3%	-4%	6%	5%	20%	1	2.3%
Cc1ccc(C(C(=O)NC2CCCC2)N(C(=O)Cc2cccs2)c2ccc3c(c2)OCCO3)cc1 (stereo not drawn)	i	21	0.0%	0.2%	0%	0%	4%	4%	1	6.3%
CC1=C(C)CC(C(=O)NCCc2ccccc2)C(C(=O)O)C1 (stereo not drawn)	i	55	0.6%	0.4%	-5%	46µM*	-5%	-6%	1.3	0.1%
CCc1ccc(S(=O)(=O)N2CCN(C(=O)c3cccnc3)CC2)cc1	i	56	0.2%	-1.0%	.	.	.	.	.	1.1%
C=CCC(NC(C)c1ccccc1)c1ccco1 (stereo not drawn)	i	21	0.3%	0.1%	9%	2%	-5%	1%	1	.
COc1ccccc1CN1CC(C(=O)N2CCC(C(=O)c3ccccc3)CC2)CCC1=O (stereo not drawn)	i	8	0.2%	-0.7%	.	.	.	.	.	1.0%
COc1ccc(OC)c(S(=O)(=O)Nc2c(F)cccc2F)c1	i	23	1.0%	0.6%	10%	5%	-1%	6%	1.1	-0.1%
O=C(CNS(=O)(=O)c1ccccc1)N1CCCC1	i	44	3.2%	-0.2%	5%	-1%	1%	0%	1.1	2.5%
Cc1ccc(CNC(=O)CCn2ccc3cc(S(=O)(=O)N4CCCC4)ccc32)cc1	i	12	-0.1%	-0.3%	.	.	.	.	.	1.0%
CCC(NC(=O)c1cccc(Cn2cc([N+](=O)[O-])cn2)c1)c1ccc(C(C)C)cc1 (stereo not drawn)	i	23	0.2%	0.7%	-8%	2%	-5%	3%	1	0.6%
CCC(CO)n1c(SCc2cc(=O)oc3cc(C)ccc23)nc2ccccc2c1=O (stereo not drawn)	i	8	-0.6%	-0.2%	-5%	-6%	14%	22%	1	5.4%
O=c1[nH]c(-c2ccccc2Cl)nc2c1sc(=S)n2-c1ccccc1	.	.	-1.4%	0.4%	12%	14%	1%	-2%	1	.
C/C=C/COc1nc2c(c(=O)n(C)c(=O)n2C)n1C	i	43	4.7%	0.4%	1%	-4%	17%	11%	1.1	1.2%
CC(=O)N1CCC2(CC1)CC(=O)c1cc(OCC(=O)N3CCCC3)ccc1O2	i	27	-0.3%[50 µM]	-0.1%	8%	-28%	7%	-3%	1.1	-0.2%
O=C(NN1C(=O)c2ccccc2C1=O)c1ccncc1	i	10	0.5%	1.4%	9%	0%	-12%	-16%	1	1.9%
N#Cc1ccc(NC(=O)CSc2cn[nH]n2)cc1	i	24	0.5%	-0.5%	.	.	.	.	.	1.4%
CCOC(=O)c1c[nH]c2ccc3ccccc3c2c1=O	i	54	1.5%	-2.0%	.	.	.	.	.	2.6%
Cc1ccc(-n2c(COc3cccc(C)c3)n[nH]c2=S)cc1	i	26	-0.6%	0.0%	3%	-16%	16%	19%	1.1	1.0%
CN(C)c1ccc(CNC(=O)CCS(=O)(=O)c2ccc3c(c2)n(C)c(=O)c(=O)n3C)cc1	i	27	-0.7%	-0.3%	.	.	.	.	.	1.9%
COCCN(CCOC)Cc1c(C)[nH]c2c(C)c(C)ccc2c1=O	i	10	-0.2%	-0.8%	0%	0%	9%	8%	1.1	1.4%
COc1ccc(-n2c(SCC(=O)Nc3ccccc3)nnc2-c2ccc(NS(=O)(=O)c3ccc(C)cc3)cc2)cc1	i	42	-0.5%	-0.4%	9%	4%	-10%	-2%	1.1	0.5%
COc1ccccc1OCCCOc1c(Cl)cc(C)cc1Cl	i	43	4.8%	-0.7%	-1%	0%	6%	18%	1.1	2.4%
Cc1n[nH]c(=O)n1-c1ccc(Oc2ccccc2)cc1	i	14	-0.8%	-0.5%	3%	17%	-5%	1%	1	1.1%
CCCCN1C(=S)SC(C)(C)C1/[N+]([O-])=C/c1cccnc1 (stereo not drawn)	i	59	4.7%	0.1%	4%	7%	3%	3%	1	2.0%
CC(C)(C(=O)N[C@H](CO)c1ccccc1)C(=O)N[C@H](CO)c1ccccc1	i	38	1.4%	-0.1%	.	.	.	.	.	0.3%
O=C(NCc1ccc(Cl)cc1)C1CCN(S(=O)(=O)N2CCOCC2)CC1	i	25	0.3%	.	-1%	-12%	-9%	-10%	1.1	1.1%
CC(C)CN(CCCNC(=O)CN1C(=O)COc2ccc(S(=O)(=O)N3CCCCCC3)cc21)CC(C)C	i	32	1.3%	-0.6%	.	.	.	.	.	-2.5%
CCOC(=O)c1c(S(=O)(=O)NCCc2ccc(OC)c(OC)c2)c(C)n(C)c1C	i	39	0.3%	0.3%	.	.	.	.	.	-0.1%
CC(C)OC(=O)CC12CN3CC(CC(=O)OC(C)C)(CN(C1)C(=O)c1ccccc1C3=O)C2=O	i	36	0.5%	-0.3%	-4%	7%	-2%	-1%	1.2	-0.1%
CCCCc1cc(C(=O)Cc2ccccn2)c(O)cc1O	i	55	0.0%	-0.7%	.	.	.	.	.	6.5%
CCCn1c(CCC(=O)Nc2ccccc2Cc2ccccc2)nc2cc(S(=O)(=O)N3CCOCC3)ccc21	i	12	0.6%	0.4%	6%	8%	6%	8%	1.1	1.2%
CCOc1cc(C=O)cc(N=Nc2cccc([N+](=O)[O-])c2)c1O	i	67	0.3%	0.2%	.	.	.	.	.	2.4%

Quoted at random: five compounds from above
SMILES	T cell modulator	T cell modulator vesicle-bound %	UTI89 phage lysis	West Nile antiviral	P. falciparum M1AAP	P. falciparum M17LAP	human PMI inhibitors	PMI inhibitors	TNAP activators	RSV CPE inhibition
CCCCc1cc(C(=O)Cc2ccccn2)c(O)cc1O	i	55	0.0%	-0.7%	.	.	.	.	.	6.5%
CC(C)(C(=O)N[C@H](CO)c1ccccc1)C(=O)N[C@H](CO)c1ccccc1	i	38	1.4%	-0.1%	.	.	.	.	.	0.3%
CC(C)CN(CCCNC(=O)CN1C(=O)COc2ccc(S(=O)(=O)N3CCCCCC3)cc21)CC(C)C	i	32	1.3%	-0.6%	.	.	.	.	.	-2.5%
CC(C)OC(=O)CC12CN3CC(CC(=O)OC(C)C)(CN(C1)C(=O)c1ccccc1C3=O)C2=O	i	36	0.5%	-0.3%	-4%	7%	-2%	-1%	1.2	-0.1%
CCOC(=O)c1c(S(=O)(=O)NCCc2ccc(OC)c(OC)c2)c(C)n(C)c1C	i	39	0.3%	0.3%	.	.	.	.	.	-0.1%
